# Screens as filed in PubChem BioAssay.
# 12-LOX inh: Primary qHTS assay for inhibitors of human arachidonate 12S-lipoxygenase (ALOX12): Round 2; purified 12hLO, xylenol orange hydroperoxide absorbance; Potency, µM (doses to about 108 µM), for inactives: at the highest dose activity change, negative = inhibition, actives largely listed as inhibitors; hit rate 1.1% among 580,000; AID 1671190, 2021; note: potency is the fitted concentration of half-maximal effect; % is set by controls: 0 for no effect and ±100 for the full control effect
#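 Hydroperoxide product was detected by ferrous iron/xylenol orange as the 573 to 405 nm absorbance ratio. Arachidonic acid at 40 uM (final) was turned over for 30 min at room temperature by 150 nM human 12hLO, pH 7.0 Hepes buffer, after 15 min compound preincubation.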
# Pol beta inh: qHTS Assay for Inhibitors of DNA Polymerase Beta. P06746. Pol beta primer extension/strand displacement, fluorescence kinetic. Potency, µM (doses to about 114 µM), without a hit: at the highest dose activity change, negative = inhibition, actives largely listed as inhibitors. hit rate 1.3% among 340,000; note: potency is the fitted concentration of half-maximal effect; % is set by controls: 0 for no effect and ±100 for the full control effect
#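 Curves were derived by four-parameter Hill fits of normalized qHTS data. The kinetic fluorescent primer-extension read was taken at 0 and 10 min after 50 nM substrate, following a 15 min room-temperature preincubation of 10 nM enzyme with compounds.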
# Apoferritin bind: qHTS Assay for Identification of Novel General Anesthetics; Potency, µM (doses to about 77.5 µM), for the others: top-dose activity change, negative = displacement, most hits filed as inhibitors; apoferritin/1-aminoanthracene competitive binding, fluorescence; hit rate 0.074% among 350,000; AID 485281, 2010; Ferritin light chain (Equus caballus), P02791; note: potency is the fitted concentration of half-maximal effect; % is set by controls: 0 for no effect and ±100 for the full control effect; nearly all actives have a fitted effect of over 20% in size
# Target sequence (P02791 2-175 limits assumed): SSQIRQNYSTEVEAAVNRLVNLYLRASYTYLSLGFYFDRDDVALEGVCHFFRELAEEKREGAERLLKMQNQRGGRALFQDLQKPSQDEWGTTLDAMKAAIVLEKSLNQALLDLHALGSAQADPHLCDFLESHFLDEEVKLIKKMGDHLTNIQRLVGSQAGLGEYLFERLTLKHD
#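 Apoferritin-based anesthetic binding model; compound displacement of fluorescent 1-AMA measured as endpoint fluorescence after 10 minutes at room temperature, scaled to free-ligand and complex controls.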
# RGS4 inh: Inhibitors of Regulator of G Protein Signaling (RGS) 4: qHTS; Regulator of G-protein signaling 4 (Homo sapiens), P49798; Transcreener GDP fluorescence polarization, RGS4-accelerated GTP hydrolysis; Potency, µM (doses to about 114 µM), for inactives: top-dose activity change, negative = inhibition, most hits filed as inhibitors; hit rate 0.039% among 390,000; AID 504845, 2011; note: potency is the fitted concentration of half-maximal effect; % is set by controls: 0 for no effect and ±100 for the full control effect; nearly all actives have a fitted effect of over 75% in size; some results filed as inactive show a strong effect at the top dose
# Target sequence (P49798 whole entry, looked up): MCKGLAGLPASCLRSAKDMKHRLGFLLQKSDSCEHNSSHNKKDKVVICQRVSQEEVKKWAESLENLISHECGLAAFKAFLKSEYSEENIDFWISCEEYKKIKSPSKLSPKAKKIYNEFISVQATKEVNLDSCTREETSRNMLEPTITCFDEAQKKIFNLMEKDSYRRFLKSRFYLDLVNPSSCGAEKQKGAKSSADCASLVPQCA
#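 MLSMR compounds (23 nl, pin-transferred) preincubated 10 min at room temperature with a 500nM (2x) first reagent, then RGS4 at 900nM (2x) plus Transcreener GDP mix added; fluorescence polarization (620/688 nm) read before and after 90 min at 30 °C.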
# LDHA inh: qHTS assay for inhibitors of human lactate dehydrogenase; AID 1347041, 2019; L-lactate dehydrogenase A chain (Homo sapiens), P00338; hit rate 0.15% among 480,000; purified LDHA, NADH/diaphorase-resazurin fluorescence; active compounds read low; activity change, % (values are at about 110 or 230 µM); in the data active = activity change below about -30%; inconclusive = mostly about -25% to -30%;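 note: plate controls were DMSO wells for no effect and wells without enzyme for full effect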
#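 Resorufin fluorescence (ex540/em590), read at 0 and 20 min after diaphorase/resazurin addition, reports the NADH left after a 5 min room-temperature reaction of 2 nM human LDH5 with 0.06 mM NADH and 0.2 mM pyruvate.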
# APE1 inh: qHTS Assay for Inhibitors of the Human Apurinic/apyrimidinic Endonuclease 1 (APE1). Potency, µM (titrated, usually from 65.8 µM), without a hit: top-dose activity change, negative = inhibition, usual class: inhibitors. recombinant APE1, TAMRA/BHQ-2 abasic DNA cleavage fluorescence. hit rate 0.35% among 350,000;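 note: potency is the fitted concentration of half-maximal effect; plate controls were vehicle for no effect and reference inhibitor for full effect; nearly all actives have a fitted effect of over 55% in size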
#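 APE1 at 0.75 nM preincubated 15 min at room temperature with compound. Reaction then started with 50 nM double-stranded THF-abasic substrate labelled with TAMRA/BHQ-2, and 525/598 nm fluorescence read kinetically. Activity taken as third-minus-first read difference, normalized to DMSO and NSC13755 controls.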
# Pol kappa inh: qHTS for Inhibitors of Polymerase Kappa; purified Pol kappa, fluorescent DNA synthesis assay, 10 min; Potency, µM (doses to about 107 µM), for the others: at the top dose activity, negative = inhibition, hits mostly inhibitors; hit rate 0.53% among 400,000; AID 588579, 2011; note: potency is the fitted concentration of half-maximal effect; % is set by controls: 0 for no effect and ±100 for the full control effect
#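 Enzyme at 10 nM met test compounds for 15 min at room temperature. Substrate addition (50 nM final) began the reaction, which was monitored by fluorescence at 0 and 10 min.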
# Pol eta inh: qHTS for Inhibitors of Polymerase Eta. Potency, µM (highest dose often 114 µM), for the others: top-dose activity change, negative = inhibition, usual class: inhibitors. hit rate 1.2% among 390,000. DNA polymerase eta (Homo sapiens), Q9Y253. recombinant Pol eta, fluorescent DNA replication assay. AID 588591, 2011; note: potency is the fitted concentration of half-maximal effect; % is set by controls: 0 for no effect and ±100 for the full control effect
# Target sequence (Q9Y253 whole entry, looked up): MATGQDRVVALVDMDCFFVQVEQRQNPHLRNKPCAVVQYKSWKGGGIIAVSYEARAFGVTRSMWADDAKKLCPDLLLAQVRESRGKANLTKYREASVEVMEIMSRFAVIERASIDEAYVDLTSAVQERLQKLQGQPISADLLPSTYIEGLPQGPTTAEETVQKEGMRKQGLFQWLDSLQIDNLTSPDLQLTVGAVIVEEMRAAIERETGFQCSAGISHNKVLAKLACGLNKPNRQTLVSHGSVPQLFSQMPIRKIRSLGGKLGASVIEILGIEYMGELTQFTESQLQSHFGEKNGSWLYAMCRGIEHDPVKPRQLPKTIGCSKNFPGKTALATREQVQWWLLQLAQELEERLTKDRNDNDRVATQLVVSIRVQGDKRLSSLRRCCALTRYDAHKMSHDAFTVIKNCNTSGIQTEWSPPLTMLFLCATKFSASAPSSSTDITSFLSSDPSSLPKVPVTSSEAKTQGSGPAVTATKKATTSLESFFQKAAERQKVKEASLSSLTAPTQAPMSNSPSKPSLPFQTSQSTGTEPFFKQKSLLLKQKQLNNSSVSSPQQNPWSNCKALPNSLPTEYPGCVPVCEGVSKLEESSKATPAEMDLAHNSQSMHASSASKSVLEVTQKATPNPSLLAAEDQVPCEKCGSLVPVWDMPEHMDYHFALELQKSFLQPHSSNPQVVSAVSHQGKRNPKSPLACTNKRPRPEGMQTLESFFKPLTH
#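 Fluorescent replication assay: 50 nM final substrate added after a 15 min room-temperature compound preincubation with 10 nM enzyme. Signal taken at 0 min and again at 10 min.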
# ERG-DNA inh: qHTS for Small Molecule Inhibitors of the ERG Ets/DNA interaction | hit rate 0.028% among 370,000 | Potency, µM (titrated, usually from 76.9 µM), without a hit: at the highest dose FP activity, negative = inhibition, most hits filed as inhibitors | AID 624246, 2012 | Transcriptional regulator ERG (Homo sapiens), P11308 | fluorescence polarization, His-ERG Ets domain / labelled DNA; active = well fitted inhibition curve with a large enough effect in the polarisation, with a control signal flat; inconclusive = small, poorly fitted or top-dose-only effect, or effect the other way, or a change in a side signal; inactive = no such curve, though single readings can be large or run the other way; the % refers to the polarisation;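 note: polarization taken with two DNA probes labelled with fluorescein and Texas red; potency is the fitted concentration of half-maximal effect; % of control where 0% means no effect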
#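 His-tagged ERG Ets domain (1 uM in the protein solution; 300mM KCl, 50mM Tris-HCl, 1mM EDTA, 1mM DTT, pH 7.5) received compound, then a probe mix of 5 nM fluorescein-DNA and 100nM Texas-615-DNA. Fluorescence polarization was read for both dyes.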
# Starred values were filed as active, the others as inactive; ? = inconclusive; / = not tested or not shown; & = joins results of further samples; [ ] = remark or other dose. Unless noted, calls come from the whole dose curve; as a rule, active = well fitted curve in the direction sought with a large enough effect; inconclusive = small, poorly fitted or top-dose-only effect, or another doubt; inactive = no such curve, though single readings can be large; an effect the other way counts as inactive or inconclusive.
SMILES,12-LOX inh,Pol beta inh,Apoferritin bind,RGS4 inh,LDHA inh,APE1 inh,Pol kappa inh,Pol eta inh,ERG-DNA inh
COc1cccc(C(=O)Nc2ccc(-n3nncc3C(C)(C)C)cc2)c1,12.7%,-8.7%,?,-4.7%,-5.0,6.3%,-4.4%,-20.4%,-5.5%
Cc1c(C(=O)O)sc2ncnc(N3CCCCC3C)c12 (centres undefined),-17.8%,-6.2%,6.8%,34.8%,-4.0,0.3%,1.1%,12.2%,6.6%
COc1cccc(CN2CCNC(=O)C2CC(=O)NCCCn2ccnc2)c1 (centres undefined),7.4%,10.6%,1.3%,20.4%,1.3,-0.9%,-14.2%,-0.5%,-24.3%
CCOC(=O)c1c(C)n(C)c2ccc(OC)c(NC(=O)CN3CCC4(CC3)OCCO4)c12,-26.3%,27.1%,-7.7%,?,0.1,-0.7%,-12.8%,-1.5%,-12.7%
CCn1nnnc1NCc1cccc(Cl)c1,-14.4%,11.6%,-8.4%,0.2%,-1.7,-2.6%,1.7%,-15.7%,4.9%
Cc1ccc(CNCc2c(C(=O)O)n(Cc3ccc(C)cc3)c3cc(C)ccc23)cc1,?,1.0%,-6.2%,-18.7%,3.1,/,-10.1%,-19.5%,7.1%
O=C(NC1CCCCC1)N(Cc1ccc(F)cc1)Cc1nc2ccccc2c(=O)[nH]1,44.7%[activator],2.4%,-5.1%,17.7%,-4.4,-10.8%,-9.8%,8.0%,-2.4%
COc1ccc2cc(S(=O)(=O)N3CCN(C)CC3)ccc2c1,?,4.2%,5.3%,-11.6%,-1.2&-14.3,-4.6%,-15.3%,-9.3%,-2.1%
O=C(Nc1ccc(N2CCOCC2)c(S(=O)(=O)Nc2ccccc2Cl)c1)c1ccccc1,52.9%[activator],/,/,6.1%,-3.1,2.7%,-0.2%,-8.3%,2.8%
O=C(NCC1CCCO1)C1CCN(S(=O)(=O)Cc2ccccc2)CC1 (centres undefined),0.0%,22.6%,-11.1%,-12.6%,2.3,-2.7%,-2.6%,10.2%,7.0%
COc1cccc(-c2nc(-c3ccccc3)no2)c1,?,27.0%,1.7%,-15.2%,-1.0,-3.4%,4.3%,-15.0%,-4.8%
CCOC(=O)N/N=C/c1cn(CCCOc2ccc(C)cc2)c2ccccc12,-2.5%,2.2%,-3.1%,6.0%,0.2,-1.2%,-16.9%,-14.3%,16.2%
O=C(N/N=C/c1ccc(F)cc1)c1cccc(NC(=O)c2ccc(F)cc2)c1,?,-1.9%,0.8%,-8.1%,-6.6,-7.7%,-16.9%,-5.9%,-0.9%
CCC(C)NC(=O)c1sc2nc(C)c(C(=O)Nc3ccc(C)cc3C)c(-c3ccc(Br)cc3)c2c1N (centres undefined),-20.6%,0.3%,61.1%[activator],-6.0%,0.9,/,-1.6%,-14.0%,3.9%
O=C(c1cccc(C(=O)N2CCN(c3ccc(F)cc3)CC2)c1)N1CCN(c2ccc(F)cc2)CC1,2.0%,12.9%,?,-12.8%,-0.2,6.4%,-4.5%,-9.7%,6.0%
COc1cccc(/C=N/NC(=O)CCCc2ccc(OC)c(C)c2)c1,-8.4%,1.4%,?,-14.4%,-2.2,5.9%,0.9%,-8.4%,-6.6%
O=C(O)c1cc(N2CCCCC2)ccn1,-0.6%,/,/,10.2%,5.1,/,-12.4%,-27.2%,0.8%
CCCCN(C)CCNC(=O)Cn1c(=O)sc2ccccc21,7.3%,-11.4%,-5.1%,-5.6%,-9.5,2.7%,-1.8%,-11.5%,2.6%
Cc1ccc(-n2c(CNc3ccc(C)c(Cl)c3)n[nH]c2=S)cc1,44.7µM*,-22.7%,?,-40.3%,-3.9,-4.3%,-9.9%,-19.8%,-3.0%
CN=C1S/C(=C/c2cn(CC(=O)OC)c3ccccc23)C(=O)N1C,28.2µM*,6.3%,61.5%[activator],2.6%,1.2,-18.8%,-17.7%,-2.3%,-4.3%
CCN(CC)CCCNC(=O)CCC(=O)Nc1ccc2nc(N3CCCCC3)cc(C)c2c1,1.6%,-2.3%,177.4%[activator],1.8%,0.2,-5.6%,-15.6%,-24.6%,2.4%
CCS(=O)(=O)c1nc2ccccc2n1Cc1ccccc1Cl,18.4%,2.3%,-3.5%,5.6%,-0.4,10.0%,-3.5%,-7.2%,10.7%
CCOc1ccc(-c2csc(/C(C#N)=C/c3ccc(Br)cc3)n2)cc1,-15.2%,7.3%,1.5%,33.4%,-23.0,/,-8.6%,-5.7%,-9.9%
O=C1CS/C(=N/N=C/c2ccco2)N1Cc1ccc(F)cc1,6.1%,-11.3%,-6.9%,25.2%,-6.2,-3.7%,-15.5%,4.7%,1.9%
O=C(Cc1cccs1)Nc1nnc(-c2ccc(F)cc2)s1,13.3%,12.0%,-6.6%,-7.8%[56.9 µM],-4.6,-1.2%,-8.9%,-6.6%,-10.7%
CCC1CCC(N2CCN(c3ccccc3F)CC2)CC1 (centres undefined),-22.1%,18.2%,4.0%,2.6%,-9.4,26.3%,0.0%,-12.5%,-1.2%
COC(=O)C1=C(C)N(C)C(=S)NC1c1cc(OC)ccc1OC (centres undefined),26.9%,50.3%,-6.6%,-7.5%,4.2,-2.9%,2.4%,-12.2%,2.8%
O=C(CCCSc1nc2ccccc2[nH]1)NC1CCCCC1,-28.7%,-1.1%,-9.9%,11.3%,-13.6,-0.1%,-9.5%,0.5%,-10.5%
CCc1ccc(NC(=O)CSc2ccnc(=O)[nH]2)cc1,-20.7%,-22.7%,-7.6%,1.8%,2.8,/,-2.1%[60.1 µM],-4.6%,-0.3%
COc1ccc(CCN(C)C(=O)CNC(=O)c2ccc3c(c2)OCO3)cc1OC,7.5%,35.8%,2.9%,13.3%,2.9,2.2%,-12.3%,-6.9%,23.1%
Cn1c(=NC(=O)c2ccc3c(c2)OCCO3)sc2cc(S(C)(=O)=O)ccc21,0.0%&-16.4%,0.5%&-28.7%,-3.7%&-14.3%,-26.5%&4.2%,-6.8&-13.1,3.1%,-11.0%,-23.1%&-11.4%,0.9%&-0.9%
O=C(CSc1nnc(CN2CCOCC2)n1-c1ccc(Cl)cc1)Nc1ccc2c(c1)OCO2,23.3%,18.6%,-14.1%,30.3%,-0.2,5.4%,-4.8%,1.9%,-4.1%
N=C1S/C(=C\c2ccccc2)C(=O)N1c1ccc(F)cc1,0.4%,-1.7%,3.0%,-2.3%,-1.6,14.4%,2.6%,-6.6%,9.6%
COc1cccc(C2=NOC(C(=O)Nc3cccc(C(C)=O)c3)C2)c1 (centres undefined),0.5%,2.8%,-18.8%,-9.6%,-1.9,7.6%,0.0%,-10.9%,-6.1%
COc1cccc(N(C(=O)c2snc(C(N)=O)c2N)C(C(=O)NCC2CCCO2)c2ccc(F)cc2)c1 (centres undefined),-2.8%,28.4%,-17.8%,7.9%,-3.5,3.7%,-8.7%,-11.1%,3.0%
O=C(NCCCN1CCCCCC1)[C@@H](c1ccccc1)C1CCCCC1,39.5%[activator],/,/,/,/,-0.1%,-6.8%[19.4 µM],/,/
O=C(CSCc1ccc(F)cc1)NC1CCCC1,0.3%,1.0%,-11.4%,10.2%,-7.8,0.3%,-5.9%,-2.1%,/
COc1cc(C(=O)OCC(=O)N(CC(C)C)C2CCS(=O)(=O)C2)ccc1OCC(C)C (centres undefined),2.3%,/,/,5.0%,2.0,20.4%,8.4%,-10.6%,-1.7%
COc1ccc(CCNc2cn[nH]c(=O)c2Cl)cc1OC,2.3%,?,-6.2%,-1.3%,-3.8,1.3%,2.8%,-5.9%,7.7%
CC(=O)c1ccc(OCCCC(=O)Nc2cccc(S(=O)(=O)N3CCOCC3)c2)cc1,-0.8%,/,/,16.9%,-11.7,2.9%,-10.9%,-9.6%,-8.5%
COc1ccccc1Nc1nc(N)nc(CSCCO)n1,9.9%,1.1%,-3.2%,-0.8%,0.5,0.7%,-6.1%,-9.3%,2.3%
COc1ccc(NC(=O)N2CCC(n3cnc4ccccc43)CC2)cc1,-22.9%,19.0%,-3.0%,-10.8%,-1.2,7.8%,-22.4%,-14.4%,3.5%
Cc1c(NC(=O)c2cc(-c3ccccc3O)on2)c(=O)n(-c2ccccc2)n1C,7.4%&-24.4%,10.0%&8.8%,-4.8%&-7.2%,7.6%&13.6%,-8.4&-5.1,15.0%,-10.4%&13.3%,-20.4%&-12.2%,0.2%&-3.6%

# Two compounds picked at random from the list so far:
SMILES,12-LOX inh,Pol beta inh,Apoferritin bind,RGS4 inh,LDHA inh,APE1 inh,Pol kappa inh,Pol eta inh,ERG-DNA inh
Cc1c(NC(=O)c2cc(-c3ccccc3O)on2)c(=O)n(-c2ccccc2)n1C,7.4%&-24.4%,10.0%&8.8%,-4.8%&-7.2%,7.6%&13.6%,-8.4&-5.1,15.0%,-10.4%&13.3%,-20.4%&-12.2%,0.2%&-3.6%
O=C(c1cccc(C(=O)N2CCN(c3ccc(F)cc3)CC2)c1)N1CCN(c2ccc(F)cc2)CC1,2.0%,12.9%,?,-12.8%,-0.2,6.4%,-4.5%,-9.7%,6.0%

# These rows are one share of the data (hit frequency here may not be typical).
